All columns: NCI-60 one-dose screen, growth in % after 48 h at 10 µM unless noted; 100 = growth as untreated, 0 = no growth, -100 = all killed.
OVCAR-5: OVCAR-5 ovarian cancer; AID 1794783; hit rate 2.9% among 82,000
OVCAR-3: OVCAR-3 ovarian cancer | hit rate 7% among 79,000
OVCAR-8: OVCAR-8 ovarian cancer | hit rate 4.4% among 81,000 | AID 1794782
OVCAR-4: OVCAR-4 ovarian cancer cells; hit rate 3.7% among 80,000
IGROV1: IGROV1 ovarian cancer | AID 1794786 | hit rate 4.7% among 79,000
SK-OV-3: SK-OV-3 ovarian cancer cells | hit rate 3.2% among 80,000 | AID 1794785
DU-145: DU-145 prostate cancer | AID 1794760 | hit rate 4.2% among 81,000
PC-3: PC-3 prostate cancer cells; hit rate 3.9% among 80,000; AID 1794754
* hit, by the source's call; x = not tested or not shown; & = joins results of further samples. The calls were made as follows: active = growth percent below 10; inactive = the rest.

SMILES	OVCAR-5	OVCAR-3	OVCAR-8	OVCAR-4	IGROV1	SK-OV-3	DU-145	PC-3
COc1cccc(C2N=NC3=C(CCCC3)N2O)c1O (stereo unspecified)	108	108	99	91	104	97	106	93
C=CC(C)(O)CC/C=C(\CO)C(=O)OC1C(C)OC(O[C@](C)(C=C)CC/C=C(\CO)C(=O)O[C@H]2C[C@@]3(C(=O)OC4OC(CO)C(O)C(O)C4OC4OC(C)C(OC5OC(CO)C(O)C5O)C(OC5OC(CO)C(O)C(O)C5O)C4O)C(CC2(C)C)C2=CCC4[C@@]5(C)CC[C@H](OC6OC(COC7OC(C)C(O)C(O)C7OC7OCC(O)C(O)C7O)C(O)C(O)C6NC(C)=O)C(C)(C)C5CC[C@@]4(C)[C@]2(C)C[C@H]3O)C(O)C1O (stereo partly specified)	12	-94*	10	-29*	-49*	-80*	-91*	-69*
CC(=O)c1ccccc1NC(=O)C(C)(c1ccccc1)c1ccccc1	91	103	90	98	101	103	x	67
COc1cccc(N2CCN(C3=C(Cl)C(=O)C(C)=C(C)C3=O)CC2)c1	103	110	95	100	92	100	109	91
Cc1cc2nc(-c3ccccc3Br)n3c(=O)cc(C)n3c2cc1C	103	111	98	98	109	109	103	93
O=C(Nc1ccc(-c2nc3ccccc3c(=O)[nH]2)cc1)c1ccccc1	100	84	73	88	81	89	102	84
Cc1ccc(C(=O)c2c(N)c(C#N)cn2-c2ccc(Br)cc2C)cc1	110	129	83	112	109	106	112	96
CC(=O)OCC(=O)C1(O)CCC2C3CCC4=CC(=O)CCC4(C)C34OC4CC21C (stereo unspecified)	93	98	97	98	103	115	109	93
COc1ccc(C(C)=C(c2ccc(OCCN(C)C)cc2)c2ccc(OCCN(C)C)cc2)cc1F	100	102	98	100	104	99	94	100
O=C(Nc1ncc(Cc2ccc(Cl)cc2)s1)c1cc(-c2ccccc2)nc2ccc(Cl)cc12	102	104	96	93	86	88	106	63
COc1ccc2nc3ccccc3c(NCCNCCO)c2c1	-5.0*	-42*	5.8*	-10*	x	16	-31*	4.9*
CS(=O)(=O)NC(c1ccccc1)c1ccccc1	101	106	101	109	105	111	106	100
NC(=O)CSc1oc(-c2ccccc2)nc1S(=O)(=O)c1ccc(F)cc1	110	111	97	89	108	101	105	81
O=c1c2c3c(sc2n2c(-c4cc(-c5ccccc5)nn4-c4ccccc4)nnc2n1Cc1ccccc1)CCCC3	113	101	50	83	x	133	107	69
O=C1/C(=C/c2ccc([N+](=O)[O-])cc2)CN(C(=O)CCN2CCC(=NO)CC2)C/C1=C\c1ccc([N+](=O)[O-])cc1	-41*	-59*	6.6*	-8.2*	-21*	17	-8.1*	-35*
C[n+]1cccc(CC(=O)NO)c1	110	110	95	106	101	91	109	96
C=CCn1c(C)nc2cc(Nc3nc(Cl)nc4ccccc34)ccc21	100	102	94	91	116	122	105	82
CC(C)Oc1ccc(/C(O)=C2\C(=O)C(=O)N(c3nccs3)C2c2ccc(F)cc2)cc1 (stereo unspecified)	106	91	106	104	80	101	97	105
COc1ccc(-c2nc(N)nc3c(=O)[nH]ccc23)cc1	104	103	87	109	111	92	113	89
Cc1[nH]c(C(=O)Nc2nc3ccc(NC(=O)CCN)cc3s2)c(Cl)c1Cl	93	77	56	45	68	107	48	65
CC12CCC3C(C1)C(C(=O)O2)C(=O)OC3(C)C (stereo unspecified)	100&132	115&121	109&92	110&105	118&115	99&99	110&116	103&104
COc1ccc(-n2nc3c(c2-c2ccccc2)-c2oncc2CC3)cc1	93	92	97	88	100	100	x	54
O=[N+]([O-])c1ccc2cc[nH]c2c1	98	108	97	113	112	102	114	95
Cc1[nH]c(C2CC(c3ccccc3)=NN2c2ccccc2)c(C)c1C(=O)NCC(F)(F)F (stereo unspecified)	98	103	101	97	91	99	100	95
CCOC(=O)CCCCCCCCC(=O)Cl	91	109	100	93	100	106	111	101

Going on with the list.
SMILES	OVCAR-5	OVCAR-3	OVCAR-8	OVCAR-4	IGROV1	SK-OV-3	DU-145	PC-3
CCCCOCCOC(=O)c1ccccc1O	108	111	105	119	111	89	112	82
ClC1=C(Cl)C(Cl)=C(Cl)C1=C/C=C/c1ccccc1	-78*	-89*	-42*	15	x	-22*	-47*	x
CCOC(=O)/C=C1/S/C(=N/NC(=O)COc2cc(=O)n(C)c3ccccc23)N(Cc2ccccc2)C1=O	97	103	98	108	97	104	103	97
Fc1ccc(Cc2ccc(F)cc2)cc1	102	112	108	101	102	107	113	102
COc1ccc(C(NC23CC4CC(CC(C4)C2)C3)c2nnnn2C(C)(C)CC(C)(C)C)cc1 (stereo unspecified)	105	97	94	82	96	134	101	71
NC(=O)C1(Nc2ccccc2)CCCC1	101	119	113	110	111	110	121	98
Cc1ccc(-c2csc(N3C(=O)c4ccccc4C3=O)n2)cc1	100	102	99	92	x	101	105	103
c1ccc2c([C@@H]3CCCC[C@H](c4c[nH]c5ccccc45)c4c3[nH]c3ccccc43)c[nH]c2c1	80	55	80	37	24	67	43	38
Clc1ccc(-c2nocc2-c2c[nH]c3ccccc23)cc1	95	102	99	77	98	100	106	85
CC(=O)N1N=C(c2ccc(Nc3ccnc4cc(Cl)ccc34)cc2)CC1c1ccc(Cl)cc1 (stereo unspecified)	88	29	67	45	51	68	67	38
Cc1c(C(=O)Nc2nc3ccccc3s2)cnn1-c1ccccc1Cl	104	90	89	x	86	93	98	57
NS(=O)(=O)c1ccc(NC(=S)/N=C\C(C(=O)c2ccccc2)=C(\O)c2ccccc2)cc1	113	112	97	107	104	106	103	92
COc1ccc(C=C2C(=O)OC(C)(C)OC2=O)cc1	102	109	95	101	107	99	115	88
CCCCCCCCCCCCc1ccc(C[N+](C)(C)CC[N+](C)(C)Cc2ccc(CCCCCCCCCCCC)cc2)cc1	107	97	105	98	99	88	105	100
Cc1ccc(N(C(=O)C2CC2c2ccc(F)c(F)c2)C(C(=O)NCCN2CCOCC2)c2ccc(Br)cc2)cc1 (stereo unspecified)	102	104	94	89	104	91	103	85
O=C1c2ccccc2N2C(=O)CSC2=C2CCCN12	101	111	97	92	103	91	110	88
Cc1ccc(C2=Nc3c(N)ncnc3NC(c3cccc(Nc4ccnc5cc(C(F)(F)F)ccc45)c3)C2)cc1 (stereo unspecified)	75	39	49	46	45	47	65	16
NC[C@@H]1CCN(c2cc3c(cc2F)c(=O)n(N)c(=O)n3Cc2ccc(-c3ccccc3)cc2)C1	111	96	96	97	92	85	102	71
CS(=O)c1nccc(-c2c(-c3ccc(F)c(OCCc4ccc(F)cc4)c3)nc3sccn23)n1 (stereo unspecified)	103	x	67	82	-40*	105	1.0*	61
CN1C(=O)C2(SCC(C(=O)Nc3ccccc3)N2C(=O)C2CCCCC2)c2ccccc21 (stereo unspecified)	92	91	107	95	87	114	96	85
O=C1SCCN1/N=C/c1ccc([N+](=O)[O-])o1	128	117	101	92	104	109	110	91
O=C1SC(c2ccccc2)=S=C1c1ccccc1	109	121	111	102	98	103	114	101
O=c1n(Cc2ccc3ccccc3c2)c2ccccc2n1Cc1ccc2ccccc2c1	90	83	73	43	80	84	91	85
Cc1cc(NC(=O)c2ccc(N)cc2)ccc1N=Nc1ccc2cc(S(=O)(=O)O)cc(S(=O)(=O)O)c2c1	99	x	107	117	102	103	x	86
C=CCOc1ccc2c(c1)CC[C@@H]1[C@@H]2CC[C@]2(C)[C@@H](O)[C@@H](O)C[C@@H]12	92	102	92	122	101	104	100	81

Later entries:
SMILES	OVCAR-5	OVCAR-3	OVCAR-8	OVCAR-4	IGROV1	SK-OV-3	DU-145	PC-3
Cc1ccc(-c2nc(SCC(=O)c3ccc(F)cc3)[nH]c(=O)c2C#N)cc1	95	101	103	112	102	87	113	111
C=C(c1ccc(N(C)C)cc1)c1ccc(N(C)C)cc1	16	-33*	-5.7*	49	25	27	20	26
Cc1nc2cc(Nc3nc(Nc4ccc(F)cc4)nc(Nc4ccc(F)cc4)n3)ccc2n1Cc1ccccc1	96	95	91	86	83	101	102	77
COc1cc2c(c3c1c(=O)c1cccc(F)c1n3C)C=CC(C)(C)O2	101	117	85	101	75	110	93	72
N#Cc1nc(-c2ccccc2)oc1N1CCN(S(=O)(=O)c2ccccc2)CC1	98	108	90	91	92	86	102	90
O=C(Nc1ccc2ncnc(Nc3ccc(S(=O)(=O)Nc4ccccn4)cc3)c2c1)c1cccs1	98	94	94	96	104	111	97	94
O=c1[nH]c(=S)[nH]cc1-c1ccc(Cl)c(Cl)c1	76	94	96	83	111	103	91	97
COC1OC2=NN=C(C)C2C2(C(=O)Nc3ccccc32)C1OC (stereo unspecified)	105	108	101	100	100	119	108	94
Cc1ccc(S(=O)(=O)OCCN2C(=O)c3ccccc3C2=O)cc1	118	116	107	101	129	110	109	97
O=c1n(Cc2ccc(Cn3cnn(-c4ccccc4)c3=O)cc2)cnn1-c1ccccc1	102	101	94	92	95	88	103	79
Cc1cccc(C(=O)C(O)(c2ccccc2)C2CCCCC2=O)c1 (stereo unspecified)	105	104	102	x	110	94	113	57
C=CCOC(=O)C1=C(C)NC2=C(C(=O)CCC2)C1c1ccc(O)cc1 (stereo unspecified)	98	104	101	107	93	101	109	99
Oc1ccccc1OCc1ccccc1	95	96	108	104	99	115	101	99
OCc1ccccc1C(c1ccc(O)cc1)c1ccc(O)cc1	103	103	99	97	101	110	108	98
CN1CCc2c(sc3ncnc(N/N=C/c4ccc(N(C)C)cc4)c23)C1	128	114	93	100	99	110	100	82
NC1(N)C=CC2=C(C=C1)C1(N)C3=C(C=CC(N)(N)C=C3)N2C2(N)C3=C(C=CC(N)(N)C=C3)N1C1=C2C=CC(N)(N)C=C1	105	98	91	91	95	102	97	72
CC1(C)C2CCC(CN)C1C2 (stereo unspecified)	100	102	102	104	95	102	106	101
CC1(C)Oc2cc3oc(=O)ccc3cc2C[C@@H]1OCCn1ccnc1	104	110	104	101	102	102	109	101
COc1ccc(/C=C\c2nc3ccccc3s2)cc1OP(=O)(O)O	75	0.9*	40	73	38	84	29	43
O=C(Nc1ccsc1C(=O)NC1CCCCC1)c1ccc(F)cc1	98	111	102	x	91	101	119	68
COc1cc2c(cc1-c1c(C)noc1C)ncc1nc(CN3CCOCC3)n([C@H](C)COC(F)F)c12	68	23	46	36	36	7.4*	62	32
Cc1ccc(NC(=O)Nc2ncccc2OCc2ccccc2)cc1	98	110	97	117	104	92	112	88
O=[N+]([O-])c1ccc(O)c(CNCc2ccccc2)c1	95	107	98	99	108	88	109	85
C#CCN1C(=O)/C(=C\c2cn(CC#C)c3ccccc23)c2ccccc21	101	102	96	x	91	98	110	80
C=CCC(C(=O)NCCN(CC)CC)(c1ccccc1)c1ccccc1	101	114	103	102	109	96	106	95

More compounds.
SMILES	OVCAR-5	OVCAR-3	OVCAR-8	OVCAR-4	IGROV1	SK-OV-3	DU-145	PC-3
Nc1ccc(S(=O)(=O)Nc2cccc(C(F)(F)F)c2)cc1	97&108	98&123	108&110	118&95	93&122	85&102	103&128	92&90
Cn1cccc1-c1cc(-c2cccs2)c(C#N)c(=O)[nH]1	100	106	100	107	91	x	106	93
CCOC(=O)c1c(NCC(=O)Nc2cccc(Cl)c2)sc2c1CCCC2	95	83	88	80	51	84	94	74
CCOC(=O)C(CBr)CBr	110	113	x	102	99	98	114	101
CC(C)(C)OC(=O)NC(CSCc1ccccc1)C(=O)ON1C(=O)CCC1=O (stereo unspecified)	106	107	104	121	114	104	112	91
CN(C)c1ccc(C(=C2C=CC(=[N+](C)C)C=C2)c2ccccc2Cl)cc1	-94*	-91*	-78*	-27*	-67*	-32*	-97*	-19*
CC1CCCN(CCCCCOc2ccc3oc4ccc(Cl)cc4c(=O)c3c2)C1 (stereo unspecified)	70	77	75	63	69	92	85	80
O=C(CSc1nnc(-c2ccccc2)o1)Nc1ccc(C(=O)/C=C/c2ccc(Cl)cc2)cc1	100	97	97	103	104	101	108	75
CCN(CC)S(=O)(=O)c1ccc(NC(=O)CSc2nc3ccccc3o2)cc1	96	109	109	110	102	102	108	101
COc1ccc(-c2nnc(-c3nc4ccccc4nc3Cl)o2)cc1	108	100	105	109	90	102	106	102
COc1cc2c(c(OC)c1OC)C(=O)CC(c1cccc(NC(=O)c3cc(N)ccc3Cl)c1)O2 (stereo unspecified)	100	34	19	53	73	66	47	47
COc1ccc(\C=N/N=C(N)/C(N)=N\N=C/c2ccc(OC)cc2)cc1	107	108	117	117	122	96	113	101

High-throughput results as filed in PubChem BioAssay.

Rows were taken by chance; overall some 10% were active at least once.
